ADAM10 inh: inhibits human ADAM10; 370,000 tested, 0.62% active; O14672; recombinant ADAM10, EDANS/DABCYL FRET peptide cleavage, 3 h; inhibition, % at 7 µM; AID 720582;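 active means inhibition above a per-campaign cutoff equal to the mean of compounds falling between control-based bounds plus 3 SD, cut at about 20% in these data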;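 further: 0% = DMSO wells while the 100% control is not disclosed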
Target sequence (O14672 214-748 limits assumed): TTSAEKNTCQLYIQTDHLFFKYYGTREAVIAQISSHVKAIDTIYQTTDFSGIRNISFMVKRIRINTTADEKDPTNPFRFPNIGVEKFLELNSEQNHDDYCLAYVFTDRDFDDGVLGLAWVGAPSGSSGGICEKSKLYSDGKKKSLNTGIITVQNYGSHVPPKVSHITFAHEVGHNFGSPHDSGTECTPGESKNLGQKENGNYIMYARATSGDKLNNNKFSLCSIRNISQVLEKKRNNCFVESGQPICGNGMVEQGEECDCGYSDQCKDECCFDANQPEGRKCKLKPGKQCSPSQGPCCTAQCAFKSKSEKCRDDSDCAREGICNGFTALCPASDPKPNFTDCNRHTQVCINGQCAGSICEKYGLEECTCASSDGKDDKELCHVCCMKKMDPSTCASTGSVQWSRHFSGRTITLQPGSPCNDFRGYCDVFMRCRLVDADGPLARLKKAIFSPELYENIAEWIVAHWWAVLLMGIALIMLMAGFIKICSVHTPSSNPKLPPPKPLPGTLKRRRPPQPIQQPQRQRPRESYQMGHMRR
PLC-beta3 inh: inhibitors of human phospholipase C beta3; Q01970; Purified PLC-beta3, fluorogenic substrate, fluorescence; inhibition, % at 12.2 µM; 370,000 tested, 0.18% active; AID 720704; in the data active means inhibition above about 11%;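 further: 0% = median of compound wells on plate and 100% = full blocker control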
hcDAF12 agonist: H. contortus DAF-12 activation, primary screen; 370,000 tested, 1.4% active; HEK293 hcDAF-12 lit1-tk-luc reporter, luminescence; 0% DMSO, 100% Δ7-dafachronic acid; AID 652067; activation, % at 6.8 µM;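 active means activation above the mean of all tested compounds plus 3 SD, cut at about 5.5% in these data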;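 further: 100% = response to 3 µM Δ7-dafachronic acid high control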
HGIII-sPLA2 inh: Blocks human group III sPLA2 activity; QFRET BODIPY PC-A2 liposome hydrolysis, fluorescence; 370,000 tested, 0.56% active; inhibition, % at 12.2 µM; AID 743126;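 active means inhibition above mean plus 3 SD of compounds lying within the high and low control bounds, cut at about 19% in these data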;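 further: 0% = median of test compound wells and 100% = no enzyme DMSO wells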
Target sequence (Q9NZ20 whole entry, looked up): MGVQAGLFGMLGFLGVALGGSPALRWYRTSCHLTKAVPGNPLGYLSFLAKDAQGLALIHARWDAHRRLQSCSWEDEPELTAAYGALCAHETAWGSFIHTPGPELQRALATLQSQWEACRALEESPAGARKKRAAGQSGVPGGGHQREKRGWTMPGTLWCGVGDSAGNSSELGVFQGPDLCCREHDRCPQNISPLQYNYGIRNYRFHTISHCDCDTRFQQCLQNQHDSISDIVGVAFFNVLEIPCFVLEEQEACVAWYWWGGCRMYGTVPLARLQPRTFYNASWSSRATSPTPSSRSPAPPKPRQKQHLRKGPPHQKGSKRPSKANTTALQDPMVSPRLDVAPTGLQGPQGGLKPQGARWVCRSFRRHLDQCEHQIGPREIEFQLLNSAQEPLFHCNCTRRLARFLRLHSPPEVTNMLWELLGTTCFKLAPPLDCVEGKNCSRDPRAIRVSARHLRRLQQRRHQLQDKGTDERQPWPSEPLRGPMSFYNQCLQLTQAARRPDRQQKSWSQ
hgDAF12 agonist: agonists of H. glycines DAF-12 nuclear receptor | AID 687014 | HEK293 GAL4-hgDAF12 UAS-luciferase reporter, agonist luminescence; normalized to butyrate control | activation, % at 6.8 µM | 370,000 tested, 1.8% active;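 active means activation above a cutoff set at the mean of all screened compounds plus 3 SD, cut at about 10% in these data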;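 further: 0% = DMSO wells and 100% = sodium butyrate wells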
DAX1 inh-1: NR0B1 (DAX1) inhibition; AID 504766; 340,000 tested, 0.99% active; P51843; inhibition, % at 6.75 µM; HEK293 Gal4-DAX1 luciferase reporter, luminescence;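 active means inhibition above the mean over all tested compounds plus 3 SD, cut at about 4.2% in these data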;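 further: 0% = DAX1-transfected cells with DMSO and 100% = empty-vector control cells with DMSO; inhibition shows as a rise in luminescence from relieved DAX1 repression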
FXN GAA850 act: activators of GAA850 frataxin (FXN) promoter. HEK293 lucGAA850 FXN promoter luciferase reporter, 24 h; percent of 10 µM SAHA response. activation, % at 6 µM. 360,000 tested, 0.56% active. AID 540364;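 active means activation above the average of all compounds screened plus 3 SD, cutoff fixed separately per campaign, cut at about 7.5% in these data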;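 further: 0% = DMSO wells and 100% = 10 µM SAHA wells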
ssDAF-12 act: activators of S. stercoralis DAF-12 nuclear receptor. HEK293 ssDAF-12/GRIP1 lit1-tk-luc reporter, luminescence; % of 3 µM dafachronic acid response. activation, % at 6.8 µM. 370,000 tested, 1% active;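 active means activation above the mean over all tested compounds plus 3 SD, cut at about 0.9% in these data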;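 further: 0% = DMSO-only wells and 100% = 3 µM delta7-dafachronic acid wells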
ADAM17 inh: inhibitors of human ADAM17 | recombinant ADAM17, EDANS/DABCYL FRET peptide cleavage | inhibition, % at 6.95 µM | 370,000 tested, 0.83% active | AID 720648;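 active means inhibition above the mean of compounds lying between control limits plus 3 SD, set per campaign, cut at about 8.5% in these data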;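 further: 0% = DMSO-only wells as the low control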
DAX1 inh-2: blocks DAX1 repression of SF-1 activated StAR promoter. AID 652010. HEK293T StAR-luciferase reporter, SF-1/DAX-1 repression relief. inhibition, % at 6.8 µM. 370,000 tested, 1.1% active;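 active means inhibition above the mean over all tested compounds plus 3 SD, cut at about 3.6% in these data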;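 further: 0% = DAX-1 cells with DMSO and 100% = cells lacking DAX-1 with DMSO; higher inhibition means more luminescence from relief of DAX-1 repression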
PLCg1 inh: blocks human PLC-gamma1 enzyme activity; P19174; purified PLC-gamma1, fluorogenic substrate, fluorescence; inhibition, % at 12.2 µM; 370,000 tested, 0.84% active; in the data active means inhibition above about 9.5%
The depositor's hits bear a star.

Results for Cc1nn(CCCC(=O)Nc2cccnc2)c(C)c1[N+](=O)[O-] ?
ADAM10 inh: 7; PLC-beta3 inh: -1; hcDAF12 agonist: -1.8; HGIII-sPLA2 inh: 2; hgDAF12 agonist: -2.3; DAX1 inh-1: 0.1; FXN GAA850 act: 0.9; ssDAF-12 act: -1.6; ADAM17 inh: 6; DAX1 inh-2: 1.3; PLCg1 inh: 7

How did CCCCN1C(=O)N(C)C2NC(=O)NC21 (centres undefined) do in these assays?
ADAM10 inh: 3; PLC-beta3 inh: 2; hcDAF12 agonist: 1.0; HGIII-sPLA2 inh: -2; hgDAF12 agonist: -1.5; DAX1 inh-1: 1.4; FXN GAA850 act: 1.4; ssDAF-12 act: -0.8; ADAM17 inh: -1; DAX1 inh-2: 0.2; PLCg1 inh: -1

How did O=C(COc1ccc(Br)cc1Cl)NC(=O)NC1CCCC1 do in these assays?
ADAM10 inh: 2; PLC-beta3 inh: 2; hcDAF12 agonist: 1.7; HGIII-sPLA2 inh: 1; hgDAF12 agonist: 10; DAX1 inh-1: 0.7; FXN GAA850 act: 4.0; ssDAF-12 act: 0.1; ADAM17 inh: 2; DAX1 inh-2: 2.0; PLCg1 inh: 6

Results for Cc1cc(C)n2cc(CSc3nnnn3-c3ccc(Cl)cc3)nc2n1 ?
ADAM10 inh: -9; PLC-beta3 inh: -21; hcDAF12 agonist: -0.6; HGIII-sPLA2 inh: 0; hgDAF12 agonist: -0.8; DAX1 inh-1: -0.1; FXN GAA850 act: 1.8; ssDAF-12 act: -1.4; ADAM17 inh: -5; DAX1 inh-2: -0.5; PLCg1 inh: -16

How did O=C(NC1CCCC1)C(c1ccccc1)N(Cc1ccc2c(c1)OCO2)C(=O)Cc1cccs1 (centres undefined) do in these assays?
ADAM10 inh: 8; PLC-beta3 inh: 7; hcDAF12 agonist: -0.7; HGIII-sPLA2 inh: 7; hgDAF12 agonist: -1.1; DAX1 inh-1: -1.5; FXN GAA850 act: -0.7; ssDAF-12 act: -1.2; ADAM17 inh: 3; DAX1 inh-2: -0.4; PLCg1 inh: 3

How did COc1cccc(NC(=O)COC(=O)c2ccccc2C(=O)N(C)c2ccccc2)c1 do in these assays?
ADAM10 inh: 4; PLC-beta3 inh: -2; hcDAF12 agonist: 1.5; HGIII-sPLA2 inh: -13; hgDAF12 agonist: 0.3; DAX1 inh-1: 0.7; FXN GAA850 act: -0.4; ssDAF-12 act: -1.3; ADAM17 inh: 0; DAX1 inh-2: -0.8; PLCg1 inh: 1

What do the screens show for `CCC(C(=O)NC(C)(C)C)N(Cc1ccco1)C(=O)Cn1nnc(-c2ccc(F)cc2)n1` (centres undefined)?
ADAM10 inh: 0; PLC-beta3 inh: 0; hcDAF12 agonist: -3.0; HGIII-sPLA2 inh: -9; hgDAF12 agonist: -1.6; DAX1 inh-1: -0.6; FXN GAA850 act: 0.2; ssDAF-12 act: -2.0; ADAM17 inh: -7; DAX1 inh-2: -1.5; PLCg1 inh: 2

Results for CC(CCc1ccccc1)N1CCN(C)CC1 (centres undefined) ?
ADAM10 inh: 0; PLC-beta3 inh: -4; hcDAF12 agonist: -0.3; HGIII-sPLA2 inh: -6; hgDAF12 agonist: -1.7; DAX1 inh-1: -0.1; FXN GAA850 act: 2.7; ssDAF-12 act: -1.0; ADAM17 inh: 0; DAX1 inh-2: -0.2; PLCg1 inh: 7

Results for O=C(NC1CCCCN(Cc2cccc(Cl)c2)C1=O)c1ccccc1 (centres undefined) ?
ADAM10 inh: 8; PLC-beta3 inh: 2; hcDAF12 agonist: -1.4; HGIII-sPLA2 inh: 0; hgDAF12 agonist: -0.5; ssDAF-12 act: -1.0; ADAM17 inh: 1; DAX1 inh-2: -1.6; PLCg1 inh: 2

What do the screens show for `CC(=O)CSc1nnc(CSc2ncccn2)n1C1CCCCC1`?
ADAM10 inh: 1; PLC-beta3 inh: 5; hcDAF12 agonist: -0.7; HGIII-sPLA2 inh: -12; hgDAF12 agonist: 3.7; DAX1 inh-1: 0.8; FXN GAA850 act: 0.8; ssDAF-12 act: -1.1; ADAM17 inh: -2; DAX1 inh-2: 0.4; PLCg1 inh: -4

What do the screens show for `CCC(C)(C)NC(=O)CN(C(=O)c1ccc(N2CCCC2)nc1)c1ccc(F)cc1`?
ADAM10 inh: 4; PLC-beta3 inh: -2; hcDAF12 agonist: 0.3; HGIII-sPLA2 inh: -3; hgDAF12 agonist: -0.9; DAX1 inh-1: -0.6; FXN GAA850 act: 0.3; ssDAF-12 act: -0.5; ADAM17 inh: 1; DAX1 inh-2: -0.2; PLCg1 inh: 0

How did Cc1onc(-c2ccccc2Cl)c1C(=O)Nc1ccc(N2CCOCC2)cc1 do in these assays?
ADAM10 inh: -12; PLC-beta3 inh: -5; hcDAF12 agonist: -1.8; HGIII-sPLA2 inh: -4; hgDAF12 agonist: -1.4; DAX1 inh-1: 0.1; FXN GAA850 act: -0.7; ssDAF-12 act: -1.0; ADAM17 inh: -4; DAX1 inh-2: -0.3; PLCg1 inh: -2

Results for Cc1ccc(S(=O)(=O)N2CCCCC2)cc1NC(=O)c1ccc(Cl)nc1 ?
ADAM10 inh: -3; PLC-beta3 inh: -4; hcDAF12 agonist: -1.3; HGIII-sPLA2 inh: -6; hgDAF12 agonist: 0.0; DAX1 inh-1: -0.6; FXN GAA850 act: 0.5; ssDAF-12 act: -1.2; ADAM17 inh: -1; DAX1 inh-2: -1.1; PLCg1 inh: -2

Results for NC(=O)c1ccc(NC(=O)C2COc3ccccc3O2)cc1 (centres undefined) ?
ADAM10 inh: -9; PLC-beta3 inh: -9; hcDAF12 agonist: -2.0; HGIII-sPLA2 inh: 7; hgDAF12 agonist: 0.8; DAX1 inh-1: 1.0; FXN GAA850 act: -1.0; ssDAF-12 act: -1.3; ADAM17 inh: -1; DAX1 inh-2: -0.2; PLCg1 inh: 4

Results for COc1ccc(-c2csc(C3=C(O)CN(Cc4ccc(S(N)(=O)=O)cc4)C3=N)n2)cc1OC ?
ADAM10 inh: -1; PLC-beta3 inh: -4; hcDAF12 agonist: 0.8; HGIII-sPLA2 inh: -14; hgDAF12 agonist: 0.9; DAX1 inh-1: 2.0; FXN GAA850 act: -0.4; ssDAF-12 act: -1.1; ADAM17 inh: -3; DAX1 inh-2: -0.2; PLCg1 inh: -1

How did Cc1cccc(C)c1NC(=O)N1CC=CCC1 do in these assays?
ADAM10 inh: -4; PLC-beta3 inh: -3; hcDAF12 agonist: -1.7; HGIII-sPLA2 inh: 1; hgDAF12 agonist: 0.1; DAX1 inh-1: -1.2; FXN GAA850 act: 3.0; ssDAF-12 act: -0.1; ADAM17 inh: -3; DAX1 inh-2: -0.1; PLCg1 inh: 1

What do the screens show for `O=S(=O)(NCc1cn2ccccc2n1)c1ccccc1F`?
ADAM10 inh: -7; PLC-beta3 inh: -19; hcDAF12 agonist: -1.1; HGIII-sPLA2 inh: 10; hgDAF12 agonist: 1.6; DAX1 inh-1: -1.5; FXN GAA850 act: 0.4; ssDAF-12 act: -0.9; ADAM17 inh: -6; DAX1 inh-2: 0.8; PLCg1 inh: -7

How did O=C(NCC1CCCO1)c1nnc(Cc2ccc(F)cc2)o1 (centres undefined) do in these assays?
ADAM10 inh: 9; PLC-beta3 inh: 7; hcDAF12 agonist: 0.1; HGIII-sPLA2 inh: 4; hgDAF12 agonist: 0.9; DAX1 inh-1: 0.4; FXN GAA850 act: 0.2; ssDAF-12 act: -0.6; ADAM17 inh: 2; DAX1 inh-2: -0.6; PLCg1 inh: 11*

Results for CC1=CC(C)(C)NC(=S)N1c1cccc2cc(S(=O)(=O)O)ccc12 ?
ADAM10 inh: -13; PLC-beta3 inh: -41; hcDAF12 agonist: -0.1; HGIII-sPLA2 inh: -11; hgDAF12 agonist: -1.6; DAX1 inh-1: 1.2; FXN GAA850 act: 3.0; ssDAF-12 act: -1.0; ADAM17 inh: -10; DAX1 inh-2: 0.2; PLCg1 inh: -30

How did CCOC(=O)C1CCN(C(=O)C2c3ccccc3C(=O)N(C)C2c2ccc(OC)cc2)CC1 (centres undefined) do in these assays?
ADAM10 inh: 1; PLC-beta3 inh: 5; hcDAF12 agonist: -0.6; HGIII-sPLA2 inh: 3; hgDAF12 agonist: -3.0; DAX1 inh-1: -0.3; FXN GAA850 act: -0.2; ssDAF-12 act: -0.7; ADAM17 inh: -4; DAX1 inh-2: -0.6; PLCg1 inh: 3

What do the screens show for `Cc1cccc(OCC(=O)Nc2nnc(S(=O)(=O)N3CCCCCC3)s2)c1`?
ADAM10 inh: -13; PLC-beta3 inh: 0; hcDAF12 agonist: -1.1; HGIII-sPLA2 inh: 0; hgDAF12 agonist: 2.8; DAX1 inh-1: 1.4; FXN GAA850 act: 1.6; ssDAF-12 act: -0.9; ADAM17 inh: -3; DAX1 inh-2: 1.0; PLCg1 inh: 2

How did N#Cc1ccc(C23CC4(C2)[C@H](CN(CC2CCCCC2)[C@@H]4c2ccccc2)C3c2ccc(C(F)(F)F)cc2)cc1 (some centres undefined) do in these assays?
ADAM10 inh: -1; PLC-beta3 inh: -3; hcDAF12 agonist: 0.1; HGIII-sPLA2 inh: 1; hgDAF12 agonist: -0.6; ssDAF-12 act: -1.3; ADAM17 inh: 1; DAX1 inh-2: 0.1; PLCg1 inh: 2

How did CNC(=O)Nc1ccc2nc(C)oc2c1 do in these assays?
ADAM10 inh: 7; PLC-beta3 inh: -2; hcDAF12 agonist: -2.1; HGIII-sPLA2 inh: 0; hgDAF12 agonist: -0.9; DAX1 inh-1: 3.5; FXN GAA850 act: 0.5; ssDAF-12 act: -0.1; ADAM17 inh: 0; DAX1 inh-2: 0.0; PLCg1 inh: 1

What do the screens show for `CC1CCN(c2ccc(C(=O)O)cc2NS(=O)(=O)c2ccc(Br)cc2)CC1`?
ADAM10 inh: -10; PLC-beta3 inh: -8; hcDAF12 agonist: 0.2; HGIII-sPLA2 inh: -9; hgDAF12 agonist: -1.7; DAX1 inh-1: -1.0; FXN GAA850 act: 0.0; ssDAF-12 act: -0.6; ADAM17 inh: 1; DAX1 inh-2: -0.6; PLCg1 inh: -2

Results for COc1ccccc1-c1cnc(C(O)c2ccc(C)c(F)c2)[nH]1 (centres undefined) ?
ADAM10 inh: 1; PLC-beta3 inh: 1; hcDAF12 agonist: 2.5; HGIII-sPLA2 inh: -4; hgDAF12 agonist: 2.9; FXN GAA850 act: -0.2; ssDAF-12 act: -0.7; ADAM17 inh: 0; DAX1 inh-2: -0.9; PLCg1 inh: 0

How did Cc1[nH]n(-c2ccccc2)c(=O)c1/C=C1/C=c2ccccc2=N1 do in these assays?
ADAM10 inh: 3; PLC-beta3 inh: 1; hcDAF12 agonist: 4.9; HGIII-sPLA2 inh: 2; hgDAF12 agonist: -0.2; DAX1 inh-1: 1.5; FXN GAA850 act: 3.8; ssDAF-12 act: 0.3; ADAM17 inh: 0; DAX1 inh-2: 0.2; PLCg1 inh: 1

Source: PubChem
